Screening data deposited in PubChem by several laboratories.
RmlCD inh 1536 = blocks M. tuberculosis RmlC and RmlD coupled enzymes | P9WH09+P9WH11 | RmlC+RmlD coupled enzyme assay, percent inhibition; primary screen in compound mixtures | inhibition, % at 3.6 µM | 0.03% of 160,000 active; in the data active means inhibition mostly above about 34%, no sharp cut-off; inconclusive means no clear call, values can overlap the other calls; inactive means mostly below about 22%; further: some results filed as inactive read as strong as hits
Target sequence (P9WH09 whole entry, looked up): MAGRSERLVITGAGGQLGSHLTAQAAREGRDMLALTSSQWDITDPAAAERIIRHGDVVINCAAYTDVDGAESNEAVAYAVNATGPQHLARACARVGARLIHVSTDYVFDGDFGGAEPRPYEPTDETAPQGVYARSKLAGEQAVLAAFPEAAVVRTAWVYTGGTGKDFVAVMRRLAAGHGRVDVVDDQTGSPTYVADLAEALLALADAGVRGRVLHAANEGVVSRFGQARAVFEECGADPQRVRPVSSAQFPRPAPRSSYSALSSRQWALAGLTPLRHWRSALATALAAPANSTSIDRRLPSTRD
Target sequence (P9WH11 whole entry, looked up): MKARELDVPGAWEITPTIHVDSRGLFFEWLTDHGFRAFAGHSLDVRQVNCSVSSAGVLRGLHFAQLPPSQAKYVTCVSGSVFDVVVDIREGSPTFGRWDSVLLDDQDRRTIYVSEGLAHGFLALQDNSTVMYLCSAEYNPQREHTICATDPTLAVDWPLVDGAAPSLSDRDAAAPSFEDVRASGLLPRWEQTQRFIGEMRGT
GlmU inhibition = inhibition of mycobacterial GlmU enzyme – biochemical, glucosamine-1-phosphate acetyltransferase (AID 1376); M. tuberculosis GlmU acetyltransferase enzyme assay; higher % means a stronger effect; one-dose inhibition, %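 (tested at 30 µM in the primary screen)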; IC50 in µM for titrated hits; 0.25% of 220,000 active; in the data active means inhibition above about 13%; inconclusive means no clear call, values can overlap the other calls;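 further: 0% = complete reaction with vehicle and 100% = reaction without substrate; strong numbers were not always called active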
An asterisk follows results filed as active; ? = inconclusive; nt = not tested or not shown. An excerpt (hit frequency here may not be typical).

no. | molecule | RmlCD inh 1536 | GlmU inhibition
1 | COc1ccc(NS(=O)(=O)c2cc(NC(=O)CC(=O)c3ccc([N+](=O)[O-])cc3)ccc2C)cc1 | 10 | -3.4%
2 | CN(c1ccc(OCC(=O)N2CCCCC2)cc1)S(=O)(=O)c1cccs1 | nt | -0.1%
3 | CCOC(=O)c1ccc(N2C(=O)CC(N(C)CCc3ccc(OC)c(OC)c3)C2=O)cc1 (stereo unspecified) | 3 | -3.0%
4 | C/C(=N\Nc1nccnc1Cl)c1ccc(F)cc1 | -9 | 0.2%
5 | COc1cc(NC(=O)COC(=O)CSc2ccc3ccccc3c2)c(C)cc1[N+](=O)[O-] | 3 | 1.6%
6 | CCc1c(C)sc(NC(=O)OC)c1C(=O)N1CCOCC1 | nt | 2.3%
7 | Cc1ccc(NC(=O)COC(=O)/C=C/c2ccccc2)cc1S(=O)(=O)N1CCOCC1 | 6 | -0.7%
8 | O=C(CNC(=O)c1cccc(Br)c1)N/N=C/c1cc(Br)cc(Br)c1O | -4 | -3.1%
9 | CCN1CCN(c2nc3ccccc3nc2C(C#N)C(=O)OCc2ccccc2)CC1 (stereo unspecified) | 106 | -2.9%
10 | O=C(NC1CCSC1=O)c1ccc(Oc2cccc(C(F)(F)F)c2)nc1 (stereo unspecified) | 8 | 1.2%
11 | C=CCSc1nnc(-c2nnc(SCC=C)n2CC)n1CC | 16 | 0.8%
12 | CC(=O)c1ccc(NC(=O)CSCCO)cc1 | -3 | -3.9%
13 | CCCn1c(NCc2ccc3c(c2)OCO3)nc2ccccc21 | 13 | 2.0%
14 | CC(C)n1c(SCC(=O)Nc2nc3ccccc3s2)nc2c1c(=O)n(C)c(=O)n2C | nt | 0.2%
15 | COC(=O)C1CCN(C(=O)c2ccc(NC(C)=O)cc2)CC1 | -8 | -1.0%
16 | Cc1cc(S(=O)(=O)Nc2cc(C)c(O)c(C)c2)c(C)s1 | -7 | 1.6%
17 | CCOC(=O)Cc1csc(NC(=O)/C=C/c2ccc(Br)o2)n1 | nt | -2.8%
18 | C=CCN(C(=O)CCC(=O)Nc1cc(C)on1)C(C(=O)NC1CCCC1)c1cccnc1 (stereo unspecified) | nt | 2.1%
19 | COc1ccc(S(=O)(=O)N(CC(=O)NCC2CCCO2)c2ccc(F)cc2)cc1OC (stereo unspecified) | -4 | -4.7%
20 | COc1ccc(C(CNC(=O)c2oc3ccc(Br)cc3c2C)N2CCCCC2)cc1 (stereo unspecified) | -15 | 8.2%
21 | O=C(NCc1cn2ccccc2n1)c1ccco1 | 8 | -6.2%
22 | CCOC(=O)C1(CCCc2ccccc2)CCN(C(=O)CN2C(=O)CSC2=O)CC1 | nt | 0.1%
23 | COC(=O)c1cccc(NC(=O)c2ccc(S(=O)(=O)N3CCN(C)CC3)cc2)c1 | nt | -1.2%
24 | CN(C)c1ccc(C(=O)Nc2ccc(CN3CCS(=O)(=O)CC3)cc2)cc1 | -6 | -1.2%
25 | Cc1ccc2c(c1)C(=C(C#N)C#N)C(=O)N2CCN1CCOCC1 | 8 | 4.3%
26 | COc1ccc(CCNC(=O)c2ccncc2)cc1OC | nt | 5.6%
27 | CCc1nnc(NC(=O)C2COc3ccccc3O2)s1 (stereo unspecified) | nt | 1.9%
28 | O=C(NC(=O)c1cccc(Cl)c1)OC[C@@H]1CCCN2CCCCC12 (stereo partly specified) | nt | 9.0%
29 | Cc1noc(C)c1COC(=O)COc1ccc(C#N)cc1 | 6 | -0.9%
30 | CCC1CCCCN1S(=O)(=O)c1ccc(S(=O)(=O)N(Cc2ccccn2)CC2CCCO2)cc1 (stereo unspecified) | -12 | 2.4%
31 | COc1ccccc1N1CCN(C(=O)c2sc3nc(-c4ccc(F)cc4)cn3c2C)CC1 | 4 | nt
32 | Cc1ccc(Nc2nc3ccccc3o2)cc1F | nt | -5.2%
33 | Cc1cc(OCC(=O)NC(C)(C)C)ccc1Cl | -2 | 7.1%
34 | O=C(c1cc2cc(Br)ccc2o1)N1CCCC1 | 3 | -4.0%
35 | CCCn1c(NC(=O)c2ccccc2)nc2ccccc21 | 7 | -0.6%
36 | O=C(Nn1c(SCc2ccc([N+](=O)[O-])cc2)nc2ccccc2c1=O)c1ccc(F)cc1 | nt | -5.3%
37 | CCN(c1ccc(C)c(C)c1)S(=O)(=O)c1ccc2c(c1)CCN2C(=O)CCC(=O)O | 5 | 2.5%
38 | NS(=O)(=O)c1ccc(NC(=S)N2CCN(c3ccccc3)CC2)cc1 | -3 | 3.4%
39 | Cn1cc(SCC(=O)Nc2nc3ccccc3s2)c2ccccc21 | ? | 12%
40 | O=C(CSc1nnc2ccccn12)c1ccc2c(c1)OCCO2 | nt | -5.1%
41 | O=C(Oc1ccc(NC(=O)c2cc3c(cc2Br)OCO3)cc1)c1ccccc1 | nt | 2.0%
42 | Cc1ccc(NC(=O)N2CCC(c3nc4c(nnn4Cc4cccc(Cl)c4)c(=O)[nH]3)CC2)cc1 | 13 | 7.3%
43 | COC(=O)CC1=C(C(=O)OC)C(c2cccc(OCC(N)=O)c2)C(C#N)=C(N)O1 (stereo unspecified) | 2 | -2.3%
44 | CCCOc1ccc(C(=O)C(CN2CCCC2)c2ccccc2)cc1 (stereo unspecified) | nt | -5.0%
45 | C/C(=N\NC(=S)Nc1cc(S(=O)(=O)N2CCOCC2)ccc1Cl)c1ccc(N2CCOCC2)cc1 | 0 | -3.9%
46 | COc1nc(N)nc(CC(=O)C2CC2)n1 | nt | 7.1%
47 | CC(C1CC1)N(C(=O)NC1CCS(=O)(=O)C1)c1ccccc1 (stereo unspecified) | -4 | -0.8%
48 | OC(COc1ccc(Cl)cc1)CN1CCN(c2cccc(Cl)c2)CC1 (stereo unspecified) | -8 | 6.8%
49 | CCCN(CCC)C(=O)CSc1ncccc1C(=O)O | -4 | 0.8%
50 | CC(=O)c1c(N2CCN(c3ccc(F)cc3)CC2)nc(=S)n(-c2ccccc2)c1C | -7 | 9.5%
51 | C/C(=N\NC(=O)c1nc(C)cc(C)n1)c1ccccc1 | -3 | -3.0%
52 | CN(CC(=O)Nc1cc([N+](=O)[O-])ccc1Cl)Cc1ccc(Br)cc1 | 13 | -7.5%
53 | Cn1c(NN)nc2sc3c(c2c1=O)CCC3 | nt | -4.7%
54 | CCOC(=O)c1cc(NC(=O)c2ccccc2)c(=O)oc1C(F)(F)F | -13 | 3.8%
55 | COC(=O)c1ccc(COc2ccc3c(C)c(C)c(=O)oc3c2C)o1 | nt | -4.8%
56 | O=C(CCc1ccc(S(=O)(=O)N2CCOCC2)cc1)Oc1ccccc1 | nt | 4.9%
57 | CC(=O)Nc1ccc(C(=O)OCc2ccc(Cl)cc2)cc1 | -5 | -1.0%
58 | CCOc1ncccc1C(=O)OCC(=O)Nc1cc(S(=O)(=O)N2CCOCC2)ccc1C | 6 | 4.3%
59 | CC(=O)Nc1ccc(NC(=O)C2CC(=O)Nc3ncnn32)cc1 (stereo unspecified) | 11 | 3.3%
60 | COc1ccc(-c2c(N)nnc3c2[nH]c2ccccc23)cc1OC | -3 | nt

A second format for some results above:
Order of values – RmlCD inh 1536	GlmU inhibition
(48) OC(COc1ccc(Cl)cc1)CN1CCN(c2cccc(Cl)c2)CC1 (stereo unspecified)
→ -8	6.8%
(49) CCCN(CCC)C(=O)CSc1ncccc1C(=O)O
→ -4	0.8%
(50) CC(=O)c1c(N2CCN(c3ccc(F)cc3)CC2)nc(=S)n(-c2ccccc2)c1C
→ -7	9.5%
(51) C/C(=N\NC(=O)c1nc(C)cc(C)n1)c1ccccc1
→ -3	-3.0%
(52) CN(CC(=O)Nc1cc([N+](=O)[O-])ccc1Cl)Cc1ccc(Br)cc1
→ 13	-7.5%

Later entries.
no. | molecule | RmlCD inh 1536 | GlmU inhibition
61 | C=CCn1cc(-c2ccccc2)cc(C#N)c1=O | nt | -1.8%
62 | CCOc1ccc(N(C(C)=O)c2nc(C)cc(C)c2C#N)cc1 | nt | 8.1%
63 | O=C(Cc1cccc2ccccc12)N/N=C/c1ccc2cccc(O)c2n1 | 15 | 2.4%
64 | COc1ccc(NS(=O)(=O)c2cc(NC(=O)Cn3cnc4c3c(=O)n(C)c(=O)n4C)ccc2C)cc1 | 11 | -9.2%
65 | COC(=O)c1ccc(NC(=O)c2ccccc2NS(C)(=O)=O)cc1 | 8 | -2.2%
66 | COc1ccc(-n2nc(C(=O)N3CCN(c4ccc(F)cc4)CC3)c3ccccc3c2=O)c(OC)c1 | -2 | -3.8%
67 | CCOC(=O)N1CCN(C(=O)c2ccc(OC)c(OC)c2)CC1 | 10 | -0.3%
68 | Cn1nnnc1SCc1nc2scc(-c3ccccc3)c2c(=O)[nH]1 | -5 | 3.3%
69 | CC(NC(=O)C1CCC1)c1ccc(Cl)cc1 (stereo unspecified) | 27 | -2.0%
70 | COc1cccc(-n2c(Cc3cc(=O)[nH]c(=O)[nH]3)nnc2SC(C)C)c1 | 6 | 3.9%
71 | CC(=O)Nc1nc2ccccc2n1CCN(C)C | 5 | 4.1%
72 | Cn1cccc1C(=O)NC(=O)COC(=O)CC12CC3CC(CC(Br)(C3)C1)C2 | -4 | -0.8%
73 | O=C(CN1C(=O)CCSc2ccccc21)Nc1ccc2c(c1)OCCO2 | 2 | -2.9%
74 | CCOc1ccc(N/C(SC)=C(/C#N)C(N)=O)cc1 | nt | -2.4%
75 | O=C(CSc1nc2c(sc3ccccc32)c(=O)n1CCCN1CCCC1)NCc1ccccc1 | 4 | -7.4%
76 | C[C@]1(C(=O)NCCCNc2ncc(C(F)(F)F)cc2Cl)C=C[C@@H](Cc2ccccc2)N1C(=O)c1ccccc1 | nt | -0.5%
77 | CC(C)c1ccc(CC(C)C2C3=C(CCCC3=O)OC3=C2C(=O)CCC3)cc1 (stereo unspecified) | -4 | 3.1%
78 | O=C(O)CSc1nc(-c2ccc(Cl)cc2)nc2c1oc1ccccc12 | nt | 6.6%
79 | Cc1cc(C)c(C(=O)CSc2nnc(C)c(=O)[nH]2)cc1C | 22 | -8.4%
80 | CCN(CC)CCN(C(=O)c1ccc(Br)s1)c1nc2cc3c(cc2s1)OCCO3 | 3 | -1.3%
81 | O=C(O)c1ccc(Sc2nnnn2-c2ccccc2)c([N+](=O)[O-])c1 | 7 | -3.0%
82 | COc1ccc(C2N(c3ccc(Cl)cc3)N=C(C(C)=O)N(C)N2C(C)=O)cc1 (stereo unspecified) | 5 | -6.9%
83 | CCOC(=O)c1c(C)[nH]c(C(=O)/C(C#N)=C/c2ccc(OC(F)F)c(OC)c2)c1C | -5 | 0.1%
84 | Cc1cc(C(=O)N2CCN(c3ncccn3)CC2)c2cc(F)ccc2n1 | nt | 1.5%
85 | COc1cccc(CNC(=O)CCC2CCCN(c3cc(C)nc(N4CCCC4)n3)C2)c1 (stereo unspecified) | -11 | 1.1%
86 | CC1=C(C(=O)NC(C)C)C2(CCC(C)CC2)OC1=O (stereo unspecified) | -9 | 4.0%
87 | C=CCSc1nc2ccsc2c(=O)n1-c1cccnc1 | 23 | 1.8%
88 | COc1cc(/C=C/C(=O)O)cc(S(=O)(=O)NCCCC(=O)O)c1OC | nt | -1.6%
89 | COc1ccc(NCc2n[nH]nc2-c2ccccc2)cc1Cl | -9 | 0.3%
90 | CCOc1cc(/C=N/NC(=O)Cc2ccc(C(F)(F)F)cc2[N+](=O)[O-])c(Br)cc1OC | 8 | 0.2%

2 records picked at random from the list so far, as already listed:
no. | molecule | RmlCD inh 1536 | GlmU inhibition
88 | COc1cc(/C=C/C(=O)O)cc(S(=O)(=O)NCCCC(=O)O)c1OC | nt | -1.6%
72 | Cn1cccc1C(=O)NC(=O)COC(=O)CC12CC3CC(CC(Br)(C3)C1)C2 | -4 | -0.8%

(continued)
no. | molecule | RmlCD inh 1536 | GlmU inhibition
91 | O=C(OCC(=O)N1CCc2ccccc21)c1ccc(Cl)nc1 | nt | 3.3%
92 | c1ccc(C2=Nc3ccccc3SC2c2nc3ccccc3[nH]2)cc1 (stereo unspecified) | 5 | -1.7%
93 | COc1cc(C2c3c(oc4ccccc4c3=O)C(=O)N2Cc2ccncc2)ccc1O (stereo unspecified) | -3 | -0.1%
94 | CC(C)COc1ccc(Br)cc1CNC(C)(C)C | 0 | -3.8%
95 | CCOc1ccc(S(=O)(=O)NCCC(=O)NC2=NCCS2)cc1 | 7 | 5.2%
96 | CCCNC(=O)COc1ncnc2sc(C)c(C)c12 | -8 | 1.3%
97 | COc1ccc(CN2CCCC(C(=O)c3ccc(Cl)cc3)C2)cc1Cn1cccn1 (stereo unspecified) | 2 | 1.5%
98 | O=C(CSC(=S)N1CCSCC1)c1ccc(Cl)cc1 | 7 | 1.9%
99 | CCOC(=O)Cc1nnc(NC(=O)C(CC)Sc2nnc3c4ccccc4n(C)c3n2)s1 (stereo unspecified) | nt | -4.8%
100 | COC(=O)CCCC(=O)Nc1c(F)c(F)c(F)c(F)c1F | 4 | 3.4%
101 | O=C1C2CC=CCC2C(=O)N1CC(=O)N(Cc1ccccc1)C1CCS(=O)(=O)C1 (stereo unspecified) | -2 | 8.6%
102 | CC(C)C(=O)Nc1ccc(NC(=O)c2ccccc2Cl)nc1 | nt | 1.9%
103 | C=C(C)CN=C1NN=C(c2cc(C)n(-c3ccc(C)cc3)c2C)CS1 | 8 | -4.8%
104 | O=C(NCC1CCCO1)c1ccc(NC(=O)C2C3C=CC(C3)C2C(=O)O)cc1 (stereo unspecified) | 13 | 2.4%
105 | COC(=O)C1=CC(C(=O)c2cccs2)=NN(c2ccc(OC)cc2)C1C(=O)OC (stereo unspecified) | -7 | 3.6%

4 compounds already listed, arranged by length of the SMILES, low to high:
no. | molecule | RmlCD inh 1536 | GlmU inhibition
91 | O=C(OCC(=O)N1CCc2ccccc21)c1ccc(Cl)nc1 | nt | 3.3%
103 | C=C(C)CN=C1NN=C(c2cc(C)n(-c3ccc(C)cc3)c2C)CS1 | 8 | -4.8%
93 | COc1cc(C2c3c(oc4ccccc4c3=O)C(=O)N2Cc2ccncc2)ccc1O (stereo unspecified) | -3 | -0.1%
105 | COC(=O)C1=CC(C(=O)c2cccs2)=NN(c2ccc(OC)cc2)C1C(=O)OC (stereo unspecified) | -7 | 3.6%
